PPARg SRC-3 ag: promotes SRC-3 coactivator recruitment by human PPARgamma; P37231; biochemical PPARgamma/SRC-3 coactivator recruitment assay; activation, % at 8 µM; actives 0.26% (n = 200,000); AID 731; in the data active means activation above about 23%;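 further: 0% = DMSO and 100% = reference agonist; some compounds past the cut are filed as inactive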
S1P3 antag: S1P3 (human) receptor antagonism; CHO S1P3 NFAT-BLA reporter, FRET fluorescence, antagonist mode; actives 0.27% (n = 170,000); Q99500; AID 485; inhibition, % at 4.98 µM;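 active means inhibition above the plate cutoff, the mean inhibition of test wells on that plate plus 3 SD, cut at about 28% in these data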;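 further: cells challenged with S1P at its EC80 of 0.8 µM; blue over green emission ratio from cleaved BLA substrate after 4 h stimulation; 0% = S1P-stimulated wells and 100% = unstimulated DMSO-only wells; some compounds past the cut are filed as inactive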
Target sequence (Q99500 whole entry, looked up): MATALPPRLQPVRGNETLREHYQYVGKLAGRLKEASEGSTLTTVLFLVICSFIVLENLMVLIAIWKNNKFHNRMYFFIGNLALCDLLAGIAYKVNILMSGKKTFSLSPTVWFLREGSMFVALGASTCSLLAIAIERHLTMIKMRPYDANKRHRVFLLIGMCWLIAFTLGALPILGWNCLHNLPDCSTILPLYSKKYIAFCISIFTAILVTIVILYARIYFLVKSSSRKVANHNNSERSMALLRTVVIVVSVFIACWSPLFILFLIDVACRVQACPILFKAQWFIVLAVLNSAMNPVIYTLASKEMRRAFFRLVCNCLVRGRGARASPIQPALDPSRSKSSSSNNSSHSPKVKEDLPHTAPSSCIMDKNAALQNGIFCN
Lmaj promast: inhibitors of Leishmania major promastigote growth; inhibition, % at 10 µM; actives 9% (n = 200,000); Leishmania major promastigotes, resazurin fluorescence viability; in the data active means inhibition above about 50%;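 further: promastigotes grown with compound for 44 hours at 28 °C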
TR-FRET SRC-2 ct: TR-FRET artefact, counter-screen to PPARgamma/SRC-2 agonist assay. hits give high values. TR-FRET ratio at 8 µM. actives 0.4% (n = 200,000). AID 1049; in the data active means TR-FRET ratio above about 2000; further: inactives centre near 1500; reference of the scale not given here
HMGR II inh: inhibitors of class II HMG-CoA reductase from Enterococcus faecalis; purified E. faecalis HMGR, NADPH absorbance 340 nm kinetic; inhibition, % at 10 µM; actives 0.41% (n = 190,000);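 active means inhibition above a set limit, the median over all tested compounds plus 3 SD, cut at about 9.5% in these data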;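 further: enzyme runs in reverse so mevalonate oxidation gives rising NADPH absorbance; 0% = complete reaction with DMSO and 100% = background rate lacking mevalonate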
DTT redox prof: compounds producing H2O2 with reducing agent – biochemical, NIH compound library profiling, artefact control for MLSCN library redox annotation, primary screen | DTT-dependent redox cycling H2O2, phenol red/HRP absorbance; 100% = 100 µM peroxide control, 0% = buffer | activation, % at 10 µM | actives 0.03% (n = 200,000) | AID 878;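 active means activation of at least 50% relative to the plate's high and low controls in the primary single-dose screen; inactive means activation below 50%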;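 further: compound incubated with DTT at 0.8 mM final as the reducing agent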
bIAP inh: blocks bovine intestinal alkaline phosphatase activity; purified bovine IAP, CDP-star luminescence, 30 min; inhibition, % at 20 µM; 190,000 tested, under 10 active; AID 1019;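 active means over 50% inhibition of intestinal alkaline phosphatase at 20 µM in the single-dose screen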
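Assay system – bovine IAP enzyme · Quantity – bovine IAP at 1/65,000,000 final dilution · Detection – CDP-star luminescence signal · Times – 30 min reaction at room temperature · Also added – CDP-star substrate at 30 µM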
PPARg SRC-2 ag: agonists of SRC-2 recruitment by human PPARgamma. P37231. PPARgamma LBD-SRC-2 recruitment, biochemical. activation, % at 8 µM. actives 0.34% (n = 200,000); in the data active means activation above about 22%;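 further: 0% = vehicle and 100% = reference agonist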
ROMK primary: modulates human ROMK potassium channel activity; P48048; Tet-inducible ROMK, thallium flux fluorescence; actives lie on both sides; actives 2% (n = 130,000); B-score at 10 µM;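 active means signal ratio slope over the read window, or its plate-corrected B-score, at least 3 SD from the plate mean, either direction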;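 further: B-score of the F/F0 ratio slope over 7 to 12 s after thallium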
Target sequence (P48048 whole entry, looked up): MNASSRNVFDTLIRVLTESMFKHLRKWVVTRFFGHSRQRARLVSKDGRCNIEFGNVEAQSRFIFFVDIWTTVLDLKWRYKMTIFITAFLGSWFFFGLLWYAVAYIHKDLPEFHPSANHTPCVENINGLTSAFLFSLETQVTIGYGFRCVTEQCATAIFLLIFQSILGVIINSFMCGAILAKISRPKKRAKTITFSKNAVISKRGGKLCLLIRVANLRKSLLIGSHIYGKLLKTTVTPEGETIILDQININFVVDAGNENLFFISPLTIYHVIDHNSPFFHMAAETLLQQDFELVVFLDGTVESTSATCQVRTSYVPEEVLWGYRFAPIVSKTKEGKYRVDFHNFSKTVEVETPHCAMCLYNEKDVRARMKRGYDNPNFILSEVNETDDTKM
PPARg SRC-1 ag: promotes SRC-1 coactivator recruitment by human PPARgamma; PPARgamma-SRC-1 coactivator recruitment biochemical assay; activation, % at 8 µM; actives 0.41% (n = 200,000); in the data active means activation above about 19%;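 further: 0% = DMSO and 100% = reference agonist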
RAM network inh: blocks the yeast RAM network; S. cerevisiae dse1pr::URA3 reporter, 5-FOA growth OD615, 2 d; analog-sensitive cbk1-as2 kinase mutant strain; inhibition, % at 50 µM; actives 1.8% (n = 190,000); AID 868;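 active means inhibition above a set limit, 3 SD over mean compound inhibition, cut at about 8.4% in these data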;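 further: 0% = DMSO-only wells with no growth and 100% = 10 µM 1-NA-PP1 full growth; inhibition rescues growth on 5-FOA so higher OD means more RAM inhibition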
Numbers without * were called inactive; nt = not tested or not shown. No enrichment for hits; 13% or so of the library scored in one or more.

SMILES	PPARg SRC-3 ag	S1P3 antag	Lmaj promast	TR-FRET SRC-2 ct	HMGR II inh	DTT redox prof	bIAP inh	PPARg SRC-2 ag	ROMK primary	PPARg SRC-1 ag	RAM network inh
CC1(C(=O)N(CC(=O)NC2CCCC2)C2CCCC2)CC(=O)N=C2C=CC=CN21 (stereo not drawn)	-4	-19	-6	1440	-2	0.9	-4	10	-0.017	7	0.8
CCNc1nc(NOC)nc(OCC#N)n1	0	-2	-4	1428	-2	0.1	-8	5	-0.078	2	0.5
CCN1/C(=C\C(C)=O)Sc2ccc(OC)cc21	-1	nt	-1	1447	4	0.8	7	4	0.18	4	2.7
O=C(O)CN1C(=O)c2cccc(Oc3ccc(Cl)cc3)c2C1=O	4	-27	-5	1501	-2	0.6	7	11	nt	0	1.1
Cc1ccc(C2=[N+]([O-])C3(CCCCC3=O)N(O)C2(C)C)cc1 (stereo not drawn)	4	nt	-2	1494	0	0.1	3	4	0.48	6	0.1
Cc1nn2c(-c3cccc(NC(=O)CN4CCOCC4)c3)nnc2c2ccccc12	11	8	43	1537	nt	0.6	nt	12	-1.1	3	nt
Cc1cccn2c(CNCC3(c4ccccc4)CCCC3)c(C(=O)N3CCOCC3)nc12	-1	5	14	1518	-4	-0.3	-10	1	-2.2	6	-0.5
Cc1noc(C)c1C(=O)N1CCN(c2cccc(Cl)c2)CC1	0	9	-11	1574	-1	0.3	-9	12	1.5	3	0.0
N#CCSc1nnc(C2CCCCC2)n1-c1ccccc1	2	nt	-4	1632	-1	2.1	0	11	-0.3	7	1.3
O=[N+]([O-])c1ccc2nc(-c3ccc(Cl)cc3)[nH]c2c1	-1	7	7	1395	-2	0.0	8	6	0.0027	0	0.7
COc1ccc(OC)c(CN2CCC(CO)(CCOc3ccccc3)CC2)c1	1	-5	14	1688	-4	-1.8	-8	6	-1.2	3	1.1
CSc1nc2nc(C)cc(-c3ccccc3)n2n1	13	-29	-1	1652	-6	0.3	3	0	-1.2	1	1.5
CCn1c(CNc2ccc(Cl)cc2)nnc1SCC(=O)NCc1ccccc1	-3	13	-4	1520	4	0.9	-6	14	nt	4	2.0
Cc1ccc(NC(=O)NC(=O)CN2C(=O)NC3(CCCCCCC3)C2=O)c(C)c1	6	0	1	1549	-8	2.1	7	-8	nt	-3	6.9
COC(=O)/C=C/C(=O)N1CCN(c2cccc(Cl)c2)CC1	2	-4	49	1553	-1	-0.3	-5	-1	0.023	1	0.0
O=C(/C=C/c1cccnc1)c1ccc(NC(=O)c2cccc(Br)c2)cc1	14	nt	99*	1632	0	-0.3	6	5	-0.38	5	3.0
O=C(CSc1nnc(NC(=O)C2CC2)s1)Nc1ccc2c(c1)OCCO2	-1	8	-9	1391	-4	-0.9	6	-1	0.61	-1	3.1
Cc1ccc(C(c2nnnn2Cc2cccs2)N2CCN(Cc3ccc4c(c3)OCO4)CC2)cc1 (stereo not drawn)	0	15	78*	1527	2	1.7	-16	8	-2.1*	-2	0.1
CCCc1nnc(SCC(=O)N2CCOCC2)n1CCCOC	2	1	-4	1605	-4	1.7	0	-2	nt	9	0.4
COc1ccc(NC(=O)/C=C/c2ccccc2)cn1	1	-4	-5	1468	-8	0.7	9	1	nt	8	-1.4
COc1ccc(OC2C(=O)N(CCc3ccc(OC)c(OC)c3)C2c2ccc3c(c2)OCO3)cc1 (stereo not drawn)	1	nt	10	1928	0	2.3	2	7	nt	-6	1.2
COc1cccc2[nH]c3c(N4CCC(C(N)=O)CC4)ncnc3c12	-7	15	20	1556	5	0.2	-4	5	0.37	2	0.4
CNc1nnc(-c2ccc(N(C)C)cc2)s1	16	nt	9	1608	-4	-0.2	9	16	nt	4	-1.0
C=CCN1C(=O)c2cccc3c(Br)ccc(c23)C1=O	6	11	-3	1798	3	-0.3	8	15	nt	10	4.9
COc1cc(C2CC(=O)Nc3c2c(=O)nc2c(C)cccn32)cc(OC)c1OC (stereo not drawn)	-4	0	-9	1331	-2	-0.4	-7	-7	-0.49	7	-0.2
Oc1ccc(N2CCN(C(c3ccncc3)c3nnnn3C3CCCC3)CC2)cc1 (stereo not drawn)	0	-12	5	1501	0	-0.2	6	-5	nt	-4	0.0
Cc1ccc(N(C(=O)Cc2cccs2)C(C(=O)NC2CCCCC2)c2ccccn2)cc1C (stereo not drawn)	-2	12	36	1504	-3	1.6	14	-4	-2.9	7	1.3
COc1cc2c(cc1OC)C(C(=O)N1CCOCC1)C(c1cccs1)N(C)C2=O (stereo not drawn)	4	-23	-2	1497	2	-3.6	-8	3	0.086	5	2.6
COc1ccccc1NC(=O)COC(=O)C1CC1	4	7	-9	1747	3	-1.7	5	3	0.38	-2	3.3
N#Cc1c(SCC(=O)OCc2ccccc2)nsc1SCC(=O)OCc1ccccc1	6	nt	0	1525	-4	0.1	nt	7	2.6	-3	6.6
COc1ccc(NC(=O)N2Cc3ccccc3CC2C(=O)NC(C)(C)C)cc1 (stereo not drawn)	3	nt	0	1530	-3	2.1	-7	5	nt	-2	1.0
COC(=O)C1=C(C)N(C(C)C)C(=O)C1(NC(C)=O)C(F)(F)F (stereo not drawn)	-1	nt	-3	1574	-2	-0.1	6	1	-0.64	-4	1.4
CCOc1ccc(NC(=O)c2sccc2-n2cccc2)cc1	0	12	1	1613	-1	1.1	-7	8	-0.98	1	2.1
Cc1cccc(C(=O)NCCC(=O)Nc2nc(C)c(Cc3ccc4c(c3)OCO4)s2)c1	2	-1	-2	1499	-5	-0.2	-5	-2	0.5	-1	6.4
O=C(CSc1ccsc1[N+](=O)[O-])NCc1ccccc1	0	-15	16	1574	2	-0.2	-8	-3	-0.21	-3	2.9
COC(=O)CSc1nc2c(c(-c3ccc(C)o3)c1C#N)CCCC2	4	19	1	1684	-3	2.2	10	7	-2.1	10	2.8
COC(=O)C1C(=O)OC(C)(C)C1C(C)C(=O)c1ccccc1 (stereo not drawn)	2	nt	1	1708	-2	0.1	11	-4	0.33	-6	1.4
CCN=c1scc(-c2cccs2)n1/N=C/c1cc(OC)ccc1O	3	-23	75*	1557	1	0.0	8	7	nt	2	12*
Cc1ccc(OCCN2CCNCC2)c([N+](=O)[O-])c1	1	-1	26	1571	-1	-0.1	0	0	nt	3	1.3
CNC(=O)CSc1nnc(-c2cccs2)o1	1	nt	-4	1433	-8	0.2	12	-4	0.55	-3	1.4

A stretch of the results above:
SMILES	PPARg SRC-3 ag	S1P3 antag	Lmaj promast	TR-FRET SRC-2 ct	HMGR II inh	DTT redox prof	bIAP inh	PPARg SRC-2 ag	ROMK primary	PPARg SRC-1 ag	RAM network inh
Cc1ccc(OCCN2CCNCC2)c([N+](=O)[O-])c1	1	-1	26	1571	-1	-0.1	0	0	nt	3	1.3
CNC(=O)CSc1nnc(-c2cccs2)o1	1	nt	-4	1433	-8	0.2	12	-4	0.55	-3	1.4

The list goes on:
SMILES	PPARg SRC-3 ag	S1P3 antag	Lmaj promast	TR-FRET SRC-2 ct	HMGR II inh	DTT redox prof	bIAP inh	PPARg SRC-2 ag	ROMK primary	PPARg SRC-1 ag	RAM network inh
CCSc1nnc(NC(=O)c2ccc(C)o2)s1	2	-8	-1	1351	3	1.7	19	3	nt	-8	-0.4
COc1ccc(Nc2c(-c3ccc(C)cc3)nc3cnccn23)cc1	5	-1	4	1611	-5	0.1	7	1	-3	-2	1.2
CS(=O)(=O)c1ccc2nc(NC(=O)Cc3ccccc3)sc2c1	6	7	3	1547	-4	-0.7	-1	11	nt	10	4.0
COc1cc(OC)nc(-n2ncc(OC)c(Br)c2=O)n1	-3	10	-8	1647	-2	-0.5	32	3	0.072	1	0.3
CC1=NN(C(=O)c2ccc(Cn3nc(C)c([N+](=O)[O-])c3C)o2)C(O)(C(F)(F)F)C1 (stereo not drawn)	-6	8	-8	1329	-1	-0.2	11	-1	nt	-2	0.4
COc1ccc(-n2nnnc2-c2ccccc2)cc1	-1	nt	-2	1667	-2	0.2	9	3	0.78	1	-0.1
CCc1ccccc1NC(=S)N1CCN(c2ccccn2)CC1	2	-9	2	1664	-3	-0.1	9	-7	0.061	3	0.8
O=C1NCCN(Cc2c(F)cccc2Cl)C1CC(=O)N1CCCCO1 (stereo not drawn)	-3	-3	9	1570	-3	-0.7	4	4	-0.27	3	1.9
Cc1ccc(C)c(NC(=S)N2CCC(N(C)CC3CCCO3)CC2)c1 (stereo not drawn)	6	nt	91*	1691	-2	-0.2	-8	15	0.23	0	0.2
O=C(CN1CCN(Cc2ccc3c(c2)OCO3)CC1)Nc1ccc(F)cc1	0	-16	97*	1624	-7	-0.6	-8	-6	-0.46	10	2.0
COc1ccc(N=c2ssnc2Cl)cc1	20	nt	-6	1643	16*	0.6	18	10	nt	2	-1.7
COc1ccc(-n2ccnc2SCC(=O)Nc2ccccc2)cc1	2	-3	9	1673	-7	-0.6	-1	5	-0.036	2	0.4
O=C(COC(=O)CN1C(=O)C2CC=CCC2C1=O)Nc1cc(C(F)(F)F)ccc1N1CCOCC1 (stereo not drawn)	12	-16	2	1657	-3	1.1	9	11	nt	3	4.2
Cc1ccc2cc(CN(CC3CCCO3)S(=O)(=O)c3cccc4nsnc34)c(=O)[nH]c2c1 (stereo not drawn)	-1	8	34	1610	-1	1.6	5	5	nt	-5	3.3
COC(=O)c1cc(O)c(OCc2ccccc2)c(O)c1	-4	-21	1	1830	4	1.4	3	4	nt	8	0.0
CCOC(=O)c1c(NC(=O)CSc2nnc(C)c(=O)[nH]2)sc(C)c1C	6	-13	-6	1641	1	-1.6	-1	4	0.14	0	0.4
O=C(COc1ccc2oc(-c3ccccc3)cc(=O)c2c1)Nc1ccccc1	2	-2	-6	1367	3	0.6	17	-3	nt	-1	2.5
O=C(Cn1cnc2c(cnn2-c2ccccc2)c1=O)N1CCOCC1	2	-3	-8	1509	2	0.0	8	4	nt	3	-0.3
O=S(=O)(c1ccc(Cl)cc1)N1CCC(n2cnc3cc(C(F)(F)F)ccc32)CC1	10	nt	-2	1692	nt	-0.7	nt	-5	nt	1	nt
Cc1ccc(C)n1-c1nccc(-c2cccs2)n1	-1	nt	7	1492	1	2.4	15	0	nt	2	0.3
COc1ccc(-c2nc(NC(=O)Cn3cnnn3)sc2C)cc1	-2	-3	-4	1550	-3	-0.1	-11	-3	0.84	-4	1.6
COc1cc(/C=C2/N=C(c3ccccc3F)OC2=O)cc(Cl)c1OS(C)(=O)=O	3	nt	-7	1627	-4	-0.5	12	2	0.67	1	0.7
CC1CCN(c2nc(-c3ccccc3)c(C#N)c(=O)[nH]2)CC1	0	nt	-4	1752	-4	-0.3	0	5	0.59	-4	7.2
O=C(Nc1nccs1)c1ccc(S(=O)(=O)c2ccccc2)cc1	2	-10	-3	1544	0	1.4	10	13	nt	0	3.2
COc1cccc(-n2nc(C(N)=O)c(O)cc2=O)c1	-6	-21	-5	1445	-12	-0.7	-10	-7	0.77	-8	-1.0
Cc1ccc(C)c(NC(=S)NC(C)C(c2cccs2)N2CCOCC2)c1 (stereo not drawn)	1	-3	8	1455	nt	0.4	37	4	-0.65	-1	2.1

Screens from PubChem BioAssay.
